Tb PYK inh = blocks Trypanosoma brucei pyruvate kinase; Q57TT1; TbPYK enzyme, Kinase-Glo Plus ATP luminescence, 45 min; Potency, µM (series often up to 76.8 µM), without a hit: at the top dose activity, negative = inhibition, most hits filed as inhibitors; 410,000 compounds, 0.12% hits; AID 624173; further: potency means the concentration at half of the fitted maximal effect; nearly all actives have a fitted effect of over 50% in size
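ADP (130 uM final) triggers the TbPYK reaction after compound addition; incubation is 45 min at room temperature. Kinase-Glo Plus is then added and luminescence imaged. Normalized data are fitted to concentration-effect curves.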
HCMV inh = human cytomegalovirus inhibition. AID 1259415. 410,000 compounds, 4.5% hits. activity change, negative = inhibition, % at 57.5 µM. HFF cells, HCMV-luciferase reporter, 72 h; active compounds read low; in the data active means activity change below about -60%; inconclusive means no clear call, values can overlap the other calls; inactive means above about -39%
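Human foreskin fibroblasts infected with luciferase-reporter HCMV at MOI 1 PFU/cell, compounds at two doses. Luciferase measured 72 h post infection; normalized to buffer-only basal and Salinomycin (10uM) controls.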
Sm TGR block = inhibitors of Schistosoma mansoni thioredoxin glutathione reductase; purified TGR, DTNB reduction, TNB absorbance 405 nm; Potency, µM (top dose mostly 114 µM), without a hit: top-dose activity change, negative = inhibition, most hits filed as inhibitors; 360,000 compounds, 3% hits; Q962Y6; AID 485364; further: potency means the concentration at half of the fitted maximal effect; nearly all actives have a fitted effect of over 60% in size
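First, TGR (20 nM dispensed) and NADPH were mixed with compound. Second, a 15 min room-temperature incubation followed. Third, further NADPH and then DTNB were added to start the reaction. Finally, TNB absorbance was monitored kinetically.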
LmPK inh = blocks Leishmania mexicana pyruvate kinase activity; Q27686; purified LmPK, Kinase-Glo ATP luminescence, 1 h; Potency, µM (titrated, usually from 57.5 µM), inactives show at the highest dose activity change, negative = inhibition, hits mostly inhibitors; 290,000 compounds, 0.37% hits; further: potency means the concentration at half of the fitted maximal effect
Target sequence (Q27686 whole entry, looked up): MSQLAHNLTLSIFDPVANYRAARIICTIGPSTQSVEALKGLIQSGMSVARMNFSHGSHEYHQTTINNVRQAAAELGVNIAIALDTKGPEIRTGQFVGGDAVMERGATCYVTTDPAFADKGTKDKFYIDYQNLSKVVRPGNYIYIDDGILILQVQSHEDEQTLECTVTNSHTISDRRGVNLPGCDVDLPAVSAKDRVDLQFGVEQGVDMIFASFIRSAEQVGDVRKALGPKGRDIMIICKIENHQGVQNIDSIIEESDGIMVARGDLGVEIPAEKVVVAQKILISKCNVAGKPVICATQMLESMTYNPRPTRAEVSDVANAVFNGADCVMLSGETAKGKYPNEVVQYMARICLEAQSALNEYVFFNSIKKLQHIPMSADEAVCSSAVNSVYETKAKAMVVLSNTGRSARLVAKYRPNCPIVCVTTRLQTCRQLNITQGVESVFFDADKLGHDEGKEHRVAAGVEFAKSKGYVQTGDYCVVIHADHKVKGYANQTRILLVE
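ATP generated from ADP (0.1 mM) and PEP (0.5 mM) by 0.1 nM LmPK over 1 h at room temperature (pH 7.2 imidazole buffer) was detected by coupled luciferase luminescence. Values were normalized to uninhibited and no-enzyme wells.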
AmpC no deterg = inhibitors of E. coli AmpC beta-lactamase without detergent; P00811; AmpC nitrocefin hydrolysis, absorbance 480 nm, 0.0001% Triton; Potency, µM (series often up to 57.1 µM), for the others: top-dose activity change, negative = inhibition, actives largely listed as inhibitors; 330,000 compounds, 0.52% hits; AID 485341;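 further: potency means the concentration at half of the fitted maximal effect; plate controls were no compound for no effect and no enzyme for full effect; nearly all actives have a fitted effect of over 20% in size; some results filed as inactive show a strong effect at the top dose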
Target sequence (P00811 whole entry, looked up): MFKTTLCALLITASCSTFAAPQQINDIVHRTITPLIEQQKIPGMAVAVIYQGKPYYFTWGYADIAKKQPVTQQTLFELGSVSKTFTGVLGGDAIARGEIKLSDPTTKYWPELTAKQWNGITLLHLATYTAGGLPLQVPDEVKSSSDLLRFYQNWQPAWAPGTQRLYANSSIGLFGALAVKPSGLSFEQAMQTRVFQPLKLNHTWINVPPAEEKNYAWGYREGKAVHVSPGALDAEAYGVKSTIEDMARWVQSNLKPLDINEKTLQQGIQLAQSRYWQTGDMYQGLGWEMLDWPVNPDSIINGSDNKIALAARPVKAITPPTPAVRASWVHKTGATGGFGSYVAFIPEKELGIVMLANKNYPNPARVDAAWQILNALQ
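AmpC (5.3 nM in the dispensed reagent) in 20 mM phosphate pH 7.0 with 0.01% (detergent screen) or 0.0001% Triton X-100 was preincubated with compounds for 15 min at room temperature. Nitrocefin was then added from an 800 uM solution, and hydrolysis was followed at 480 nm.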
AMA1-RON2 inh = inhibitors of Plasmodium falciparum AMA1-RON2 interaction | AlphaScreen AMA1-biotinylated RON2 peptide binding | Potency, µM (top dose mostly 58.2 µM), for the others: at the highest dose activity change, negative = inhibition, hits mostly inhibitors | 360,000 compounds, 0.2% hits | AID 720542;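 further: potency means the concentration at half of the fitted maximal effect; 0% = vehicle wells and -100% = peptide control; nearly all actives have a fitted effect of over 45% in size; some results filed as inactive show a strong effect at the top dose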
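AMA1 (3D7) with his tag at 25 nM final met compounds first, then biotinylated RON2 peptide at 25 nM; detection used donor plus acceptor beads, 10 µg/mL apiece, read by AlphaScreen after 30 min at room temperature.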
AmpC detergent = blocks E. coli AmpC beta-lactamase in detergent assay. AmpC hydrolysis of nitrocefin, absorbance 480 nm, 0.01% Triton. Potency, µM (doses to about 114 µM), for the others: top-dose activity change, negative = inhibition, usual class: inhibitors. 370,000 compounds, 0.041% hits;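 further: potency means the concentration at half of the fitted maximal effect; 0% = no-compound wells and -100% = no-enzyme wells; nearly all actives have a fitted effect of over 25% in size; some results filed as inactive show a strong effect at the top dose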
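AmpC (5.3 nM in the dispensed reagent) in 20 mM phosphate pH 7.0 with 0.01% (detergent screen) or 0.0001% Triton X-100 was preincubated with compounds for 15 min at room temperature. Nitrocefin was then added from an 800 uM solution, and hydrolysis was followed at 480 nm.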
* hit, by the source's call; ? = inconclusive; · = not tested or not shown; & = joins results of further samples; [ ] = remark or other dose. Unless noted, the call rests on the fitted dose curve; in most records, active means well fitted curve in the direction sought with a large enough effect; inconclusive means small, poorly fitted or top-dose-only effect, or another doubt; inactive means no such curve, though single readings can be large; an effect the other way counts as inactive or inconclusive. Unless noted, on the % scale 0 is the no-effect control and ±100 the full control effect.

Every second line gives: Tb PYK inh | HCMV inh | Sm TGR block | LmPK inh | AmpC no deterg | AMA1-RON2 inh | AmpC detergent
Cc1ccccc1OC(=O)CCC(=O)OCCCC(F)(F)C(F)(F)F
  -5% | 11 | -16% | 2% | 0% | 35%[activator] | 3%
Cc1ccc(S(=O)(=O)N(C)C)cc1NC(=S)NC12CC3CC(CC(C3)C1)C2
  -9% | -37 | -2% | 1% | -19% | 55%[activator] | 0%
O=C(NCc1ccccc1)C(c1ccccc1)N(Cc1ccc2c(c1)OCO2)C(=O)Cc1cccs1 (centres undefined)
  3% | -23 | 1% | 4% | -13% | -11% | -8%
Cc1oc(-c2cccc(Cl)c2)nc1CN1CCC(C(=O)NC(C)c2ccccc2)CC1 (centres undefined)
  -3% | -12 | 1% | · | · | · | 2%
CC(C)CC(=O)Nc1ccccc1OCc1cc(=O)n2ccccc2n1
  -4% | 22 | 1% | · | · | · | -2%
COc1ccccc1CCc1nnc(CCC(=O)NCCC2CCCCO2)o1 (centres undefined)
  0% | -11 | · | · | · | 0% | ·
CCOC(=O)N1CCN(C(=O)CSc2nnc(COc3ccccc3)o2)CC1
  -1% | 13 | 4% | 0% | -5% | 16% | -14%
COc1ccc(C(CC(=O)N2CCOCC2)c2c(OC)cc(OC)c3c(-c4ccccc4)cc(=O)oc23)cc1 (centres undefined)
  -2% | ? | -3% | 3% | 203%[activator] | 1% | -1%
C[C@H](NC(=O)Nc1cccc(C(F)(F)F)c1)C(=O)O
  -1% | -21 | 3% | -1% | -9% | 5% | 6%
OC(COC(c1ccccc1)c1ccccc1)CN1CCN(c2cccc(Cl)c2)CC1 (centres undefined)
  4% | 11 | -4% | 3% | 3% | -17% | -8%
O=C(N=C1SC2CS(=O)(=O)CC2N1c1ccc(F)c(Cl)c1)C1CCCO1 (centres undefined)
  -5% | 9 | -10% | 3% | 2% | -3% | 0%
Cc1ccc(N2C(=O)N(c3ccc(C)cc3)C3CS(=O)(=O)CC32)cc1 (centres undefined)
  0% | 14 | · | 1% | -38% | -4% | 4%
Cc1ncc(CO)c(CO)c1OCC(O)CN1CCN(c2ccc(F)cc2)CC1 (centres undefined)
  6% | -34 | · | · | · | -5% | ·
CCOC(=O)c1c(NC(=O)CSc2ncnc3ccccc23)sc(C(C)=O)c1C
  2% | 1 | -8% | 2% | -17% | -2% | ?
COC(=O)c1cc2sc(C)cc2n1Cc1cccc(OC)c1
  -1% | 7 | 12% | · | · | · | -1%

Retrieved by structure from the entries so far, 4 records:
Every second line gives: Tb PYK inh | HCMV inh | Sm TGR block | LmPK inh | AmpC no deterg | AMA1-RON2 inh | AmpC detergent
CCOC(=O)c1c(NC(=O)CSc2ncnc3ccccc23)sc(C(C)=O)c1C
  2% | 1 | -8% | 2% | -17% | -2% | ?
CCOC(=O)N1CCN(C(=O)CSc2nnc(COc3ccccc3)o2)CC1
  -1% | 13 | 4% | 0% | -5% | 16% | -14%
COc1ccccc1CCc1nnc(CCC(=O)NCCC2CCCCO2)o1 (centres undefined)
  0% | -11 | · | · | · | 0% | ·
Cc1oc(-c2cccc(Cl)c2)nc1CN1CCC(C(=O)NC(C)c2ccccc2)CC1 (centres undefined)
  -3% | -12 | 1% | · | · | · | 2%

(next part)
Every second line gives: Tb PYK inh | HCMV inh | Sm TGR block | LmPK inh | AmpC no deterg | AMA1-RON2 inh | AmpC detergent
Cc1cccc(NC(=O)CN2CCN(C(=O)c3cncn3-c3ccc(F)cc3)CC2)c1C
  -6% | 19 | -14% | · | 48% | -10% | 0%
O=C(NC1CCCC1)c1ccc(CSc2nc3cccnc3n2Cc2cccc(F)c2)cc1
  -9% | -11 | 2% | · | · | · | 13%
Cc1[nH]c(=O)[nH]c(=O)c1S(=O)(=O)N1CCCC(C(=O)NCCC2=CCCCC2)C1 (centres undefined)
  -5% | -26 | -1% | -3% | 1% | 1% | 2%
CC(=O)Oc1cccc(C2=CC(=O)CC(C)(C)C2=O)c1
  -5% | 2 | · | · | · | -25% | ·
Cc1c2cnn(CC(=O)O)c(=O)c2c(C)n1Cc1ccccc1
  -8% | 30 | -1% | -3% | -15% | -2% | -9%
COC(=O)[C@@]12CCCCN1[C@H](c1ccc(-c3ccc(OC)cc3)cc1)[C@H]1C(=O)N(C)C(=O)[C@H]12
  1% | 5 | -13% | · | -20% | 16% | -11%
COc1ccc(N(CC(=O)Nc2ccc(Cl)cc2)S(=O)(=O)c2c(C)n[nH]c2C)cc1
  0% | ? | 0% | -2% | 5% | 10% | -3%
O=C(Oc1ccccc1)c1ccccc1C(=O)Oc1ccccc1
  6% | 5 | · | · | · | 51%[activator] | ·
C=C(C)CC(NCCc1ccccc1)c1ccco1 (centres undefined)
  4% | ? | 4% | -2% | 2% | -1% | 11%
O=P(c1ccccc1)(c1ccccc1)C1CCCO1 (centres undefined)
  4% | -7 | 9%[11.4 µM] | 2% | 1% | -12% | -13%
CCC(=O)c1ccc(OCC(O)CN2CCc3ccccc3C2)cc1 (centres undefined)
  -10% | 6 | -4% | -1% | -17% | -3% | ?
Cc1ccccc1NC(=O)c1sc2nc3c(cc2c1N)CCCC3
  2% | 41 | 0% | · | · | · | 0%
COc1cccc(-c2csc(N3CCN(C(=S)Nc4ccccc4)CC3)n2)c1
  7% | -8 | -1% | 2% | -56% | 14% | -4%
Cc1c(/N=C/c2ccco2)n(Cc2ccccc2)c2ccccc12
  -8% | -33 | -19% | -3% | -27% | -16% | -7%
Cc1ccc(-c2cc(C(=O)N3CCOCC3)c3ccccc3n2)cc1
  3% | 54 | -15% | -3% | ? | -6% | 0%
Cc1nc2c(C(=O)O)cnn2c(C)c1Cc1ccccc1
  4% | -1 | 5% | · | · | · | 5%
CC/C(=N\NC(=O)C(N)=O)c1ccccc1O
  -9% | -4 | 4% | 0% | -26% | 45%[activator] | ?
O=C(Nc1ccccc1Cl)N1CCN(c2ccc3nnc(-c4ccccc4)n3n2)CC1
  -10% | · | 0% | 7% | 2% | 0% | -14%
COc1cc(OC)c(NC(=O)Cn2cnc3sc(C)c(S(=O)(=O)N4CCC(C)CC4)c3c2=O)cc1Cl
  -7% | 14 | -2% | · | · | · | 6%
Cc1ccc(C)c(NC(=O)CSc2nnc(CCCCCNC(=O)OC(C)(C)C)o2)c1
  -6% | 71 | 0% | 9% | 72%[activator] | -7% | -2%
CN(Cc1ccccc1)C(=O)CN(c1ccc(F)cc1)S(=O)(=O)c1ccc2c(c1)OCCO2
  -8% | -12 | 4% | 1% | 14% | -5% | 1%
CCCC(=O)NCCCc1nc2ccccc2n1C(C)C
  2% | 22 | 6% | -2% | 9% | 0% | ?
COc1ccc(NC(=O)Cn2nnc(C(=O)Nc3ccc(F)c(Cl)c3)c2N)cc1OC
  3%&-5% | 6&-23 | -12%&0% | 4% | -21% | 0% | -11%&3%
Cc1ccc(CN2C(=O)CCC2C(=O)N2CCN(c3ccc(F)cc3)CC2)cc1 (centres undefined)
  -6% | ? | 7% | 2% | 163%[activator] | 1% | 2%
O=C(NCc1nnc(SCc2ccc(F)cc2)n1-c1ccccc1)C12CC3CC(CC(C3)C1)C2
  -2% | 46 | -3% | 0% | 80%[activator] | -11%[2.32 µM] | -2%
COc1ccc(Cl)cc1NC(=O)CCN1C(=O)c2ccccc2Sc2ncccc21
  -5% | -5 | -5% | · | · | · | -9%
CCc1ccccc1N(C(=O)c1snc(C(N)=O)c1N)C(C(=O)NCC1CCCO1)c1ccc(N(C)C)cc1 (centres undefined)
  1% | ? | 5% | -1% | 13% | -1% | ?
Cc1ccc(S(=O)(=O)N2C[C@H]3C(=O)C[C@@H]4C(=O)N(c5ccccc5)C(=O)[C@@H]4[C@@H]3C[C@H]2c2cccc(Cl)c2)cc1
  2% | 8 | · | · | · | -2% | ·
O=C(Nc1ccc(F)cc1)c1cccnc1N1CCOCC1
  1% | -31 | 1% | 3% | -18% | 4% | -13%
Cc1nn(CCC#N)c(NC(=O)c2ccc(Cl)cc2Cl)c1P(=O)(Nc1ccc([N+](=O)[O-])cc1)N1CCOCC1 (centres undefined)
  -8% | -18 | 21% | -2% | 27% | 7% | 2%
Cc1nn(C)c(C)c1-c1c(C#N)c(N)nc2c1CCCCCC2
  2% | -26 | 11% | -3% | -7% | -5% | -13%
O=C1C=C(NCc2ccccc2)c2ccccc2C1=O
  3% | -84* | 28µM* | -1% | -42% | -6% | -2%
COc1ccc(N(Cc2cc3ccc(C)cc3[nH]c2=O)S(=O)(=O)c2ccccc2)cc1
  -5% | · | -4% | -7% | -3% | -1% | -12%

Compound profiles, as listed above. Values in the order: Tb PYK inh, HCMV inh, Sm TGR block, LmPK inh, AmpC no deterg, AMA1-RON2 inh, AmpC detergent
`COc1ccc(Cl)cc1NC(=O)CCN1C(=O)c2ccccc2Sc2ncccc21` reads -5%, -5, -5%, ·, ·, ·, -9%
`O=C1C=C(NCc2ccccc2)c2ccccc2C1=O` reads 3%, -84*, 28µM*, -1%, -42%, -6%, -2%
`COc1ccc(N(CC(=O)Nc2ccc(Cl)cc2)S(=O)(=O)c2c(C)n[nH]c2C)cc1` reads 0%, ?, 0%, -2%, 5%, 10%, -3%
